From PubChem
MITF TRPM1 HTS – MITF TRPM1 promoter activation in melanoma cells; SK-MEL-5 TRPM1-promoter luciferase, 24 h; % of positive control, neutral wells = 0; activation, % at 12.5 µM; 0.75% of 300,000 active; AID 588334;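 active = mean activation of at least 80% with every replicate also reaching 80%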;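 also: 0% = neutral control wells and 100% = parthenolide positive control wells; values of inactives mirror those of a sister screen read the other way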
Ecoli viability – counter-screen for AddAB inhibitors: E. coli growth inhibition; E. coli V3065 growth, OD600 absorbance, 18 h; inhibition, % at 11.9 µM; 0.27% of 330,000 active;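 active = inhibition above the campaign's mean inhibition across all tested compounds plus 3 SD, cut at about 9.9% in these data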;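 also: uninfected addAB+ strain grown without phage in ampicillin broth; 0% = DMSO wells and 100% = ciprofloxacin 0.95 µg/ml wells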
SR-BI DiI inh – blocks mouse SR-BI lipid uptake from DiI-HDL; 0.96% of 320,000 active; ldlA[mSR-BI] CHO cells, DiI-HDL uptake fluorescence, 3 h; inhibition, % at 12.5 µM; AID 488896;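 active = mean replicate inhibition of at least 70% and a set share of replicates each scoring 70 or more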;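 also: 0% = median of neutral control wells and 100% = median of positive control wells; values of inactives mirror those of a sister screen read the other way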
Target sequence (Q61009 whole entry, looked up): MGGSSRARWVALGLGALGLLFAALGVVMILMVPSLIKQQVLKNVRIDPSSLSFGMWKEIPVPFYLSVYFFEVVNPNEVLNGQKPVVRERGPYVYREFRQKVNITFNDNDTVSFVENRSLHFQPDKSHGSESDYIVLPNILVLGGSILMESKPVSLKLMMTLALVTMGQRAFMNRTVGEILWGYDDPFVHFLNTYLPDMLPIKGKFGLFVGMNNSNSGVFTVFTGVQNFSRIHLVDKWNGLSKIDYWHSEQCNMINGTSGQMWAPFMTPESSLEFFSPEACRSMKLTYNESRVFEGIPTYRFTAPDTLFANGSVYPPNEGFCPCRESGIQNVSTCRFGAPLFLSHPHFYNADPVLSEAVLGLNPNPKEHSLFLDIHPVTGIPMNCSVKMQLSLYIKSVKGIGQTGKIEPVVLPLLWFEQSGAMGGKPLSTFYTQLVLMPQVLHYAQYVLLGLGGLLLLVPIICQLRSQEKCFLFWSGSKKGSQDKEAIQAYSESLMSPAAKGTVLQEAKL
AddAB inh – less growth of phage-infected E. coli with AddAB | E. coli expressing H. pylori AddAB, absorbance growth | inhibition, % at 11.9 µM | 0.29% of 330,000 active | AID 435030; in the data active = inhibition above about 12%;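 also: 0% = vehicle wells of infected cells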
phage Ecoli inh – E. coli growth loss with phage present. inhibition, % at 11.9 µM. AID 651602. growth absorbance. 0.26% of 360,000 active; in the data active = inhibition above about 11%
Wnt act – Wnt/beta-catenin pathway activation; Wnt/beta-catenin reporter cell assay, activator, plate reader; activation, % at 9.35 µM; 1.2% of 300,000 active; AID 743398; in the data active = activation above about 30%, passing the limit was not always enough;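 also: 0% = neutral control wells and 100% = positive control wells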
SR-BI DiI-HDL act – activators of SR-BI mediated HDL lipid uptake. CHO ldlA[mSR-BI] cells, DiI-HDL uptake fluorescence, 3 h; 100 = double the neutral-control signal. 0.096% of 320,000 active. activation, % at 12.5 µM;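 active = mean replicate activation of at least 60% and every replicate at or above 60%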;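 also: 0% = median plate neutral-control signal and 100% = twice that signal; values of inactives mirror those of a sister screen read the other way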
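Material: SR-BI-overexpressing, LDLR-lacking CHO cells | Dosing: Single compound concentration, delivered by pin transfer | Probe or stimulus: Labelled HDL, 10 µg/mL | Signal: Bottom-read cell fluorescence after medium removal, ex 550/em 595 nm | Schedule: 3 h, 37 °C | Evaluation: HDL uptake via cellular fluorescence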
CAL PDZ FP-1 – blocks peptide binding to the human CAL PDZ domain. Q9HD26. purified CAL PDZ, TMR-peptide fluorescence polarization, 1 h. inhibition, % at 24.9 µM. 0.92% of 300,000 active. AID 602252;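 active = mean inhibition of at least 30% with at least half of replicates also reaching 30%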;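 also: 0% = DMSO neutral control and 100% = excess unlabeled competitor peptide PRC23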
Tat transport – inhibitors of E. coli Tat protein transport. E. coli MC4100 TorA-mCherry Tat export, fluorescence. inhibition, % at 10 µM. 0.036% of 340,000 active;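 active = mean replicate inhibition at least 50% and at least half of replicates individually reaching 50%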;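 also: exported cargo escapes ClpAP degradation while cytoplasmic cargo is degraded and loses fluorescence; 0% = median of neutral control wells and 100% = median of NaSCN control wells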
CAL PDZ FP-2 – inhibitors of human CAL PDZ peptide binding | purified CAL PDZ, TMR-peptide fluorescence polarization, 1 h | inhibition, % at 20 µM | AID 504414 | 0.02% of 330,000 active | Q9HD26;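 active = highest replicate inhibition of at least 40%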;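 also: plate controls were DMSO neutral control wells for no effect and unlabeled competitor peptide control wells for full effect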
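Read-out basis: mP drop reported as inhibition | Assay system: Tagged CAL PDZ protein CerCALP, purified | Benchmarks: Unlabelled peptide for full inhibition, DMSO wells as neutral | Schedule: 1 h incubation at room temperature before polarization reading | Buffer or medium: Sodium phosphate/NaCl buffer pH 7.4 with TCEP, IgG, Thesit | Doses: Single point, 20 µM | Measured by: Fluorescence polarization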
* marks the source's active call; other numbers are inactive results; . = no result given.

SMILES	MITF TRPM1 HTS	Ecoli viability	SR-BI DiI inh	AddAB inh	phage Ecoli inh	Wnt act	SR-BI DiI-HDL act	CAL PDZ FP-1	Tat transport	CAL PDZ FP-2
Cc1ccccc1CN(c1ccc(C(=O)Nc2cccnc2)cc1)S(C)(=O)=O	.	0.3	-27	3.9	0.5	.	27	-5	0	-0.9
CSc1ccc(/C=C/C(=O)OCC(=O)NC(C)C)cc1	12	2.3	-4	4.4	2.4	0	4	-6	5	-1.1
O=C(c1ccc2c(c1)C(=O)N(c1ccc(Cl)cc1)C2=O)N1CCN(c2ccccn2)CC1	-2	0.1	-14	4.5	1.7	.	14	-3	-2	-1.7
CCn1cc(C(=O)NC(=S)Nc2cccc(O)c2)cn1	35	0.5	3	2.9	-1.9	.	-3	-1	-2	-4.1
CC(C)(C)OC(=O)NCCCCCNC(=O)c1nc[nH]c1C(=O)NCc1ccccc1	8	0.2	-6	-0.8	1.1	1	6	1	-3	0.0
O=C1CCCC(=NNC(=O)c2cc3ccccc3cc2O)C1	10	5.7	35	3.4	.	.	-35	-5	1	-1.4
Cc1nc(NC(=O)/C=C/c2ccccc2)sc1C(=O)Nc1ccc(Cl)cc1	-26	0.1	42	2.0	0.5	-7	-42	-7	-14	1.1
CCOC(=O)/C(C#N)=N/Nc1c(C)n(C)n(-c2ccccc2)c1=O	-2	-5.9	-8	-6.7	0.4	-1	8	-1	-4	-0.6
COc1ccccc1NS(=O)(=O)c1cccc(C(=O)N2CCN(C(=O)c3ccco3)CC2)c1	8	1.6	2	-0.8	4.0	-2	-2	-3	1	0.4
Cc1cccc(Nc2nc(-c3ccc(F)c(C)c3)cs2)n1	66	2.4	64	-0.1	0.4	46*	-64	-3	3	0.3
O=C(/C=C/c1cc([N+](=O)[O-])ccc1OC(F)F)NCc1ccc(Cl)cc1	.	1.4	36	0.2	4.3	.	-36	.	8	0.3
CCc1c(C(=O)NC(C)C2CCCO2)csc1C (centres undefined)	-2	2.2	5	3.3	-0.5	-1	-5	-3	-1	-1.4
COc1ccc(-c2csc(NC(=O)CN3C(=O)CCC3=O)n2)cc1OC	-6	-2.4	1	2.2	3.1	-1	-1	-4	-40	-1.9
CCC(=O)NNC(=O)CSc1nnc(-c2ccccc2)c(-c2ccccc2)n1	-6	-0.2	-9	1.3	1.2	0	9	.	4	0.5
CC1C=CC=CC=CC=CC=CC=CC=CC(OC2OC(C)C(O)C(N)C2O)CC2OC(O)(CC(O)CC(O)C(O)CCC(O)CC(O)CC(=O)OC(C)C(C)C1O)CC(O)C2C(=O)O (centres undefined)	.	.	-4	.	.	.	4	-5	0	-0.6
Cc1cc(C)n(CC(O)COc2c(C)cccc2C)n1 (centres undefined)	-14	-3.7	-19	-2.3	4.1	-3	19	-2	0	-2.3
CCN(CC)c1ccc(N2C(=NC(=O)C3CC3)SC3CS(=O)(=O)CC32)cc1 (centres undefined)	9	2.1	-2	0.3	-1.6	1	2	-2	-2	-2.5
COc1cccc(NC(=O)CN(C)CC(=O)NCC(=O)Nc2ccc(F)cc2)c1	-5	-0.6	-10	1.3	0.7	0	10	.	-9	-0.5
C/C(CC(=O)NCc1ccco1)=N\NC(=O)Cc1ccc(-c2ccccc2)cc1	4	-1.6	6	0.8	2.4	-1	-6	2	4	-2.1
O=C(Nc1ccn(CCCNCc2ccc3c(c2)OCO3)c(=O)n1)OCc1ccccc1	12	.	1	.	2.5	2	-1	-5	1	-0.2
COc1ccc(CNC(=O)c2ccc(NS(=O)(=O)c3c(C)noc3C)cc2)cc1	9	0.6	3	2.5	2.4	-4	-3	-11	23	1.1
C[C@H](CO)N1C[C@H](C)[C@@H](CN(C)S(=O)(=O)c2cccs2)Oc2ccc(NC(=O)C3CC3)cc2C1=O	10	-1.2	-29	1.9	2.8	-1	29	-1	-6	-1.5
Cn1ncc(Cl)c1C(=O)NCc1cc(C(C)(C)C)n[nH]1	-10	-1.3	-5	2.6	0.6	-1	5	-5	2	-3.1
Cc1ccc(OCC(=O)NNC(=O)C2CCN(c3ncnc4sc(C)c(C)c34)CC2)cc1	0	0.1	80*	0.7	-1.8	-3	-80	-2	0	-3.5
COc1ccc(Oc2nnc(-c3ccc(C)cc3)c3ccccc23)cc1	1	-1.1	61	1.6	-0.6	.	-61	0	-8	0.3
Cc1cc(N)n(-c2nc3ccccc3s2)n1	46	-0.4	-6	2.6	3.4	24	6	2	-1	-2.4
Cc1nn(C(C)(C)C)c(OC(=O)c2ccco2)c1Sc1ccccc1	.	0.9	-12	-1.0	1.1	-3	12	141*	20	.
COc1ccc(C(O)(CCN2CCCCC2)C2CCCCC2)cc1 (centres undefined)	-3	1.0	-19	1.5	2.2	-5	19	0	-4	-0.1
O=C(O)c1cc2n(n1)C(C(F)(F)F)CC(c1ccco1)N2 (centres undefined)	-12	-0.7	-2	-2.5	0.8	0	2	-12	6	-1.0
Cc1nc(NC(=O)c2ccccc2)sc1Cc1ccc2c(c1)OCO2	25	0.2	4	1.7	2.9	.	-4	-1	-7	-3.0
Cn1cnc2cc(NC(=O)c3ccco3)ccc21	73	1.4	21	1.1	2.4	-1	-21	0	4	-3.5
O=C(Nc1ccccc1N1CCCC1)C1CCN(S(=O)(=O)c2ccccc2C(F)(F)F)CC1	-8	-2.0	12	1.4	2.1	-2	-12	-3	6	-4.8
CC1=C(C(=O)OC(C)C)C(c2cccs2)NC(=S)N1 (centres undefined)	3	0.4	43	0.3	3.8	.	-43	-4	-1	-1.3
COc1ccccc1NC(=O)CSc1nnc(CNC(=O)c2ccccc2F)o1	-1	-1.8	12	3.9	0.7	-2	-12	-6	1	-0.4
O=C(N/N=C/C=C/c1ccccc1)c1cccnc1	.	0.0	-17	3.6	0.8	7	17	.	-8	-0.6
O=C(N[C@H]1C/C=C\C(c2cccc(F)c2)N(Cc2ccccc2)C(=O)C1)OCC1c2ccccc2-c2ccccc21 (some centres undefined)	21	0.7	60	-0.2	-0.8	-1	-60	-1	3	1.1
COc1ccc(N(C)S(=O)(=O)c2cccc(C(=O)Nc3nnc(C4CC4)s3)c2)cc1	1	-0.8	-16	1.4	-4.8	0	16	-3	3	-0.1
COc1ccc(CNC(=O)C(c2ccco2)N(Cc2ccccc2)C(=O)Cc2cccs2)cc1 (centres undefined)	4	-1.1	-9	-0.2	1.8	-7	9	-5	20	-1.6
CCCCn1c(N)c(N(CC(C)C)C(=O)CN(C)S(=O)(=O)c2ccc(F)cc2)c(=O)[nH]c1=O	0	2.1	-28	0.9	3.7	-3	28	1	-5	0.1
Cc1ccccc1OCCc1c(C)[nH]c(=S)[nH]c1=O	-34	0.4	18	1.2	6.7	-1	-18	-1	-11	-1.6
CCOc1ncccc1C(=O)OCc1ccc([N+](=O)[O-])cc1	10	0.2	32	0.9	0.2	-3	-32	.	-1	0.4
CN(C)c1ccnc2sc(C(=O)NCc3ccccc3)c(N)c12	47	1.4	-1	3.3	1.8	.	1	1	1	-1.0
Cc1ccccc1NC(=O)c1ccccc1NC(=O)c1cccs1	3	0.8	.	2.6	3.3	1	.	-6	5	-2.4
CC(=O)c1ccc(N(C(=O)CNC(=O)c2ccco2)C(C(=O)NC2CCCC2)c2cccnc2)cc1 (centres undefined)	4	-1.1	-7	-1.0	1.6	0	7	-3	0	-1.8
CCOC(=O)C(C)Oc1c(C(=O)OC)sc2ncccc12 (centres undefined)	-2	0.4	19	3.0	2.6	0	-19	-4	4	0.1
CCn1c(=O)cc(SCC(=O)Nc2cccc(C)n2)c2ccccc21	6	-0.8	36	2.0	4.5	2	-36	6	1	-2.0
CC(Oc1ccc2c(c1)oc(=O)c1ccccc12)C(=O)NCCCN1CCOCC1 (centres undefined)	7	0.2	12	4.0	2.0	-2	-12	-2	4	-2.0
CS(=O)(=O)c1ccc(-c2cn3cc(C(=O)O)ccc3n2)cc1	-38	-1.7	5	0.6	5.1	-1	-5	6	-3	3.2
C/C(=N/N=C(/C)c1cccs1)c1cccs1	.	-0.5	-5	2.6	0.0	15	5	0	-1	-0.2
O=C(Nc1cccc(Cl)c1)N1CCC(CO)(CCOc2ccccc2)CC1	-2	-1.3	-13	-2.7	2.6	1	13	-5	10	-3.2
CCc1cccc(NC(=O)c2cccc3c2C(=O)N(C2CCCCC2)C3)c1	-1	1.8	5	1.7	.	.	-5	-2	5	-3.4
COc1ccccc1C(=O)NCC(=O)OCC(=O)Nc1cccc(S(=O)(=O)N(C)C)c1	-6	1.4	-2	3.2	4.4	-3	2	1	1	0.5
Cc1ccc2nc(-c3ccc(NC(=O)CN4C(=O)NC(C)(c5ccc(OC(F)F)cc5)C4=O)cc3)sc2c1 (centres undefined)	35	-1.4	54	3.4	1.0	-2	-54	-3	-2	-2.1
COC(=O)C(Cc1ccccc1)OS(N)(=O)=O (centres undefined)	-1	-0.6	-45	-1.1	2.0	-4	45	-4	20	-0.5
CC(=O)Nc1cccc(OCC(=O)NC(C)c2ccc3ccccc3c2)c1 (centres undefined)	-1	-0.8	.	2.1	1.1	-3	.	-4	-1	-2.9
CC(C)Oc1ccc(C(=O)/C(=C\c2cccs2)c2nc3ccccc3o2)cc1	-6	-1.5	14	1.2	-0.7	-3	-14	-1	-5	-1.7
CCCn1nnnc1SCC(=O)N1C(C)CCCC1C (centres undefined)	-2	1.7	-14	2.7	-0.1	7	14	-7	5	-2.0
CCc1nnc(NC(=O)CSc2nnc(CNC(=O)c3ccc(OC)c(OC)c3)o2)s1	-7	1.8	-20	3.2	4.7	-1	20	.	-7	-0.4
Cc1onc(NC(=O)NC(=O)c2c(F)cccc2Cl)c1Br	5	2.3	-10	3.7	6.2	-2	10	-1	-3	-2.4
c1ccc(Cn2nnc3c(N4CCCC4)ncnc32)cc1	-2	1.6	-16	1.7	3.5	.	16	.	12	-2.7
(more compounds)
SMILES	MITF TRPM1 HTS	Ecoli viability	SR-BI DiI inh	AddAB inh	phage Ecoli inh	Wnt act	SR-BI DiI-HDL act	CAL PDZ FP-1	Tat transport	CAL PDZ FP-2
O=C(CSc1nnnn1C1CCCCC1)N1CCOCC1	21	1.8	-17	1.1	-0.7	10	17	5	-3	0.1
Cn1cnnc1Sc1ccc(S(C)(=O)=O)cc1[N+](=O)[O-]	-9	-0.1	-15	0.4	1.8	0	15	-3	-16	-1.5
CCCc1nc(NCCO)c(C#N)c2c1CCCC2	.	-2.1	.	4.5	-0.8	-1	.	.	.	.
Cc1cc(-c2nnc3n2N=C(c2ccccc2)CS3)n[nH]1	.	-1.4	24	2.5	0.4	3	-24	.	-4	-3.7

Random draw from the library; 3.6% or so of the library scored in one or more.
